HCMV antiviral: qHTS Assay for inhibitors of the human cytomegalovirus (HCMV) | HFF cells, HCMV-luciferase reporter, 72 h; active compounds read low | activity change, negative = inhibition, % at 57.5 µM | 4.5% of 410,000 active; in the data active = activity change below about -60%; inconclusive = no clear call, values can overlap the other calls; inactive = above about -39%
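Two compound doses tested in HFFs infected with HCMV-luciferase, MOI 1 PFU/cell, 72 h at 37C. Lysate luminescence read with OneGlo; data normalized against buffer-only and 10uM Salinomycin inhibitor controls.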
HCV inh: qHTS Assay for Inhibitors of Hepatitis C Virus (HCV); Huh7.5.1 HCVcc-Cre infection, luciferase reporter, 44 h; Potency, µM (doses to about 41.8 µM), for inactives: at the top dose activity change, negative = inhibition, most hits filed as inhibitors; 3.4% of 340,000 active; active = well fitted inhibition curve with a large enough effect; inconclusive = small, poorly fitted or top-dose-only effect, or another doubt; inactive = no such curve, though single readings can be large or run the other way; note: potency is the fitted concentration of half-maximal effect
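Cells (1,000/well) were plated 4 h before compound, then infected with HCVcc-Cre virus (~0.5 moi). After 44 h further culture, infection was read as luciferase luminescence following a 15 min substrate incubation at room temperature.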
* = called active by the depositor; ? = inconclusive; [ ] = dose if it differs, or a comment. % is set by controls: 0 for no effect and ±100 for the full control effect. The list is partial; rates above refer to the full screens.

SMILES	HCMV antiviral	HCV inh
CN(CCc1ccccc1)C(=O)c1cccc(NC(=O)Cc2cccc(NC(=O)C3CCN(C(=O)C4CC4)CC3)c2)c1	20	-7%[8.37 µM]
O=C(CSc1nnc(CN2CCOCC2)n1-c1ccc(Cl)cc1)N1CCc2ccccc21	-12	2%
CCCN[C@H]1CCc2nc(N)sc2C1	61	10%
CC(=O)c1c(C)oc2ccc(N(C(C)=O)S(=O)(=O)c3ccc(Br)cc3)cc12	?	?
CN(C(=O)c1ccc(NC(=O)Cc2ccc(NC(=O)C3CCN(C(=O)C4CC4)CC3)cc2)cc1)C1CCCC1	17	33%
CCOC(=O)[C@H]1[C@H]2COc3ccc(OC)cc3[C@H]2N2C(=O)CN(Cc3ccccc3)C(=O)[C@@]12C	19	6%
O=C(O)c1cccc(NC(=O)c2ccccc2)c1	15	10%
Cc1cccc(CN2CCN(c3ccccn3)CC2)c1	-22	13%
CCOC(=O)C(C#N)(Cc1ccc2ccccc2n1)Cc1ccc2ccccc2n1	6	?
Cc1cn(CC(=O)NCC(c2ccccc2)c2ccccc2)c(=O)[nH]c1=O	-2	5%

Exported with each value named: part of the list above
CN(CCc1ccccc1)C(=O)c1cccc(NC(=O)Cc2cccc(NC(=O)C3CCN(C(=O)C4CC4)CC3)c2)c1
  HCMV antiviral: 20
  HCV inh: -7%[8.37 µM]

O=C(CSc1nnc(CN2CCOCC2)n1-c1ccc(Cl)cc1)N1CCc2ccccc21
  HCMV antiviral: -12
  HCV inh: 2%

CCCN[C@H]1CCc2nc(N)sc2C1
  HCMV antiviral: 61
  HCV inh: 10%

CC(=O)c1c(C)oc2ccc(N(C(C)=O)S(=O)(=O)c3ccc(Br)cc3)cc12
  HCMV antiviral: ?
  HCV inh: ?

The listing continues.
SMILES	HCMV antiviral	HCV inh
COc1ccc(C(=Cc2cc(OC)c(OC)cc2[N+](=O)[O-])C(=O)O)cc1	-99*	-20%
O=C(c1ccc(Cl)cc1)N1CCC(=O)N(C(CO)Cc2ccccc2)CC1 (stereo not drawn)	2	-25%
CCOc1ccc2nc(NCCCNS(=O)(=O)c3ccc(F)cc3)c(C#N)cc2c1	-20	?
CCOc1ccc(C2OCCC(C)O2)cc1OC (stereo not drawn)	-37	4%
CCOC(=O)c1ccccc1OC(=O)NNc1ccccc1	37	-6%
O=C1c2cccc(Cl)c2C(=O)N1c1ccccn1	-25	24%
NCCCC[C@H]1CN=C(N)N1CCCCC1CCCCC1	-82*	15%
C=CCOC(=O)C1=C[C@H](c2coc3ccccc3c2=O)C[C@H](OCCCCO)O1	10	-14%
COC(=O)C1=C(c2ccc(S(C)(=O)=O)cc2)C[C@@H]2CC[C@H]1N2C(=O)NCCCOC(C)C	14	5%
CN1C(=O)NC(=O)C1c1ccccc1 (stereo not drawn)	1	13%
Nc1ccc2c(O)cc(S(=O)(=O)O)cc2c1	?	-20%
O=C1/C(=C\c2ccc(O)cc2)CCC1CNc1ccc(Cl)cc1 (stereo not drawn)	-16	?
Cc1ccc(NC(=O)CN2CCN(C(=O)c3ccco3)CC2)cc1S(=O)(=O)N(C)C	4	-2%
NC(=O)C1(NC2CCCCC2)CCN(Cc2ccccc2)CC1	-4	?
COCCn1c(SCC(=O)NCCCN2CCCC2=O)nc2sc3c(c2c1=O)CCCC3	-5	4%
C[C@H]1CCC[C@@]2(O[C@H](CCO)C[C@H](O)[C@H]2O)O1	-8	25%
O=C1NCC(Nc2ccccc2Cl)C(=O)N1 (stereo not drawn)	-35	12%
CC(=O)n1c(=O)oc2ccccc21	-39	12%
CCCCc1nc2sc3c(=O)[nH]c(=S)[nH]c3c2c2c1CCC2	-25	13%
Cc1cc(OCc2cn(CC(=O)c3ccc(O)cc3)nn2)ccc1[N+](=O)[O-]	6	?
Cc1ccc(CN2CCN(c3ccccc3Cl)CC2)o1	-5	7%
CN(C(=O)c1cccc(NC(=O)Cc2cccc(NC(=O)C3CCCN(C(=O)C4CCCC4)C3)c2)c1)C1CCC1 (stereo not drawn)	-1	?
O=C1/C(=C/c2ccccc2)CCc2ccc(Cl)nc21	-63*	?
O=C(O)/C=C\C(=O)Nc1ccccc1C(=O)N1CCC(O)(c2ccc(Cl)cc2)CC1	50	15%
Cc1cccc(C)c1-c1ccc(CN2C(CC(C)C)C(=O)N(Cc3cn(CCO)nn3)CCS2(=O)=O)cc1 (stereo not drawn)	-17	-5%
O=C(Cc1ccc(NC(=O)C2CCN(C(=O)C3CCCCC3)CC2)cc1)Nc1ccc(C(=O)N2CCOCC2)cc1	12	-4%[8.37 µM]
Cc1noc(C)c1COc1ccccc1C(=O)NC(C)CCc1ccccc1 (stereo not drawn)	-24	1%
CCCCN(C(=O)c1ccc2c(c1)S(=O)(=O)N=C1CCCCCN12)c1c(N)n(CC(C)C)c(=O)[nH]c1=O	15	17%
CSc1nc(O)c(C(c2ccc(OC(C)C)cc2)c2c(O)nc(SC)[nH]c2=O)c(=O)[nH]1	-37	3%
CCOC(=O)[C@H]1[C@H]2COc3ccc(Br)cc3[C@@H]2N2C(=O)CN(C)C(=O)[C@@]12C	5	47%[activator]
CSc1ccc(/C=C/C(=O)OCC(=O)N2CCN(c3ccccc3)CC2)cc1	0	4%
O=C1NC(=O)C(=Cc2ccco2)C(=O)N1	2	-12%
S=c1[nH]nc2sc3ccccc3n12	28	11%
O=[N+]([O-])c1cc([N+](=O)[O-])c2cc(-c3cccnc3)[nH]c2c1	?	-26%
OC(CN1CCCCC1)c1ccc(Br)cc1 (stereo not drawn)	-1	10%
CC1([N+](=O)[O-])COP(=O)(Nc2ccccc2F)OC1 (stereo not drawn)	-19	0%
Oc1ccc(-c2nc3ccccc3nc2-c2ccc(O)cc2O)c(O)c1	-5	?
COC(=O)C1=C(C(=O)OC)[C@]2([C@@H]3CCCCN[C@@H](Cc4ccccc4)C(=O)N3Cc3ccccc3)C=C[C@H]1O2	-12	7.9µM*
O=C(c1csc2c1CCCC2)n1cccn1	?	15%
CC(C)NC1(C#N)CCN(Cc2ccccc2)CC1	8	0%
CCOC(=O)c1ccc(NC(=O)C2(N3C(=O)c4ccccc4C3=O)CCCC2)cc1	?	13%
C[C@@]12C(=O)N(CC3CCCO3)CC(=O)N1[C@@H]1c3ccccc3OC[C@@H]1[C@@H]2c1ccccc1 (stereo partly drawn)	23	25%
COc1ccc(CC(=O)Nc2cc(S(C)(=O)=O)ccc2Cl)cc1S(=O)(=O)N1CCOCC1	-15	5%
CCOC(=O)c1cc2c(cn1)[C@H](CCO)NC2	16	-3%
Cc1nc(-c2ccc(Cl)cc2)sc1C1(C)CC(c2ccncc2)=NO1 (stereo not drawn)	36	-15%[8.37 µM]
CC(C)NS(=O)(=O)c1ccc(OCC(=O)N2CCN(Cc3ccccc3)CC2)cc1	-40	-15%
COc1ccc(C2CC(=O)CCN2S(=O)(=O)c2ccc(C)cc2)cc1 (stereo not drawn)	-6	5%
CCN1C[C@@H]2[C@@H]3C(=O)N(C)C(=O)[C@@H]3[C@](Cc3ccccc3)(C1=O)N2C(=O)c1ccc(C)cc1	27	9%
CCOC(=O)N1CCC(NC(=O)c2oc3c(C)c(C)ccc3c2C)CC1	-14	?
CCC[C@H](N[C@@H](CCC)[C@H](O)c1ccccc1)[C@H](O)c1ccccc1	?	1%

Other entries follow:
SMILES	HCMV antiviral	HCV inh
CC(OC(=O)c1cccc(-n2cnnn2)c1)C(=O)Nc1ccc(F)c(F)c1F (stereo not drawn)	19	-18%
CSCCC1NC(=O)C(C(C)=NNC(N)=O)=C1O (stereo not drawn)	17	21%
O=C(c1cccs1)N1CCN(C(=O)c2cccs2)C1=S	?	?
CC(OC(=O)CCN1C(=O)C2CC=CCC2C1=O)C(=O)Nc1ccc(F)cc1 (stereo not drawn)	12	11%
Cc1cc(=O)[nH]c(NN=Cc2cc(Br)ccc2O)n1	-100*	?
COc1ccc(N2C(=S)N(C(=O)c3ccccc3)C(=Nc3ccccc3)C2=Nc2ccccc2)cc1	32	-19%
Cc1nn(-c2ccccc2)c(C)c1C(=O)OCC(O)=C(C#N)c1nc2ccccc2[nH]1	14	8%
CN(C)CCC(C(=O)c1ccccc1)c1cccnc1 (stereo not drawn)	25	19%
C=CCOC(=O)C1=C[C@@H](c2csc3ccccc23)[C@H](CCCO)[C@@H](OCC)O1	-21	13%
O=C1C=CC(=O)C(CNc2ccc(C(=O)OCc3ccccc3)cc2)=C1	-23	10µM*
O=C(N/N=C/c1cc2c(cc1Cl)OCO2)c1ccccn1	92	?
COc1ccc(NC(=O)c2ccccc2NC(=O)C2CCCCC2C(=O)O)cc1 (stereo not drawn)	75	8%
O=C(Nc1cccc(C(=O)Nc2ccccc2C(=O)O)c1)c1cccc(Cl)c1	14	15%
CCCCC(=O)Nc1ccc(N2CCCC2)cc1	4	-18%
Cc1cc(C(F)F)n2nc(C(=O)Nc3ccc(S(=O)(=O)N4CCCCCC4)cc3)nc2n1	-4	6%
CC(O)CNC1c2ccccc2CC1O (stereo not drawn)	56	-4%
Cc1cc(C)cc(N2C(=O)C=CC2=O)c1	-19	?
Cc1ccc(C2=CC(c3ccccc3)n3ncnc3N2)cc1 (stereo not drawn)	-8	-10%
COC(=O)C1CC2=C(CCC2=O)N(c2ccccc2)C1=O (stereo not drawn)	5	3%[8.37 µM]
O=[N+]([O-])c1oc2ccc3ccccc3c2c1CCO	-102*	?
CC(=O)C1CCC2C3CCC4=CC(=O)CCC4(C)C3(Br)C(=O)CC12C (stereo not drawn)	?	-19%
CC(=O)Nc1ccc(S(=O)(=O)O)c(OC(C)=O)c1	12	-1%
COc1ccc(C(=O)CCc2ccccc2)c(O)c1	104	?
O=C(c1c(F)c(F)c(F)c(F)c1F)N1CCN(Cc2ccc3c(c2)OCO3)CC1	12	-10%
COC(=O)C1=C(c2cccc(OC)c2OC)C[C@@H]2CC[C@H]1N2C(=O)NC1CC1	-8	-1%
c1ccc(CCNc2ccccn2)nc1	25	12%
COc1ccc(C(=O)Nc2ccccc2NC(=O)c2ccc(OC)cc2)cc1	-14	-26%
CCOC(=O)c1ccccc1OC(=O)Oc1ccccc1C(=O)OCC	38	-20%
C=C(C)COC(=O)c1ccccc1C(=O)OCC1(C)CO1 (stereo not drawn)	-1	19%
COc1ccc(OC)c(/C=C/c2ccnc3ccccc23)c1	-98*	?
O=S(=O)(Nc1ccc(Nc2ccccc2)cc1)c1ccc(F)cc1	-19	-5%
C=CCN1C=CC(=O)[C@@H](O)[C@H]1c1ccccc1Br	-3	-3%[8.37 µM]
O=C(CF)N(O)c1ccc(C=Cc2ccccc2)cc1	-79*	?
CC1(C)C/C(=N/Nc2ccc([N+](=O)[O-])cc2[N+](=O)[O-])C(C)(C)O1	64	-11%
CC1(C(=O)Nc2nc3ccc(S(C)(=O)=O)cc3s2)CC1(Cl)Cl (stereo not drawn)	32	1%
CCN1C[C@@H]2[C@@H]3C(=O)N(Cc4ccccc4)C(=O)[C@@H]3[C@](C)(C1=O)N2C(=O)c1ccc(C(F)(F)F)cc1	-8	11%
O=C(CCCCC(=O)Nc1ccc(F)cc1F)Nc1ccc(F)cc1F	3	27%
CC(C)c1nc2oc3c(N4CCNCC4)ncnc3c2c2c1CCC2	6	?
Cc1cc(-c2nn3c(C)nnc3s2)ccc1NC(=O)C(C)(C)C	245	13%
C1CCN(CC2CCCCN2)CC1 (stereo not drawn)	-16	2%
CCCCNC(=O)c1onc(CSc2ccc(F)c(F)c2)c1C(=O)NCCCC	19	-7%
O=CN/C=C/c1cccc(O)c1	3	24%
O=C1CC2(CCCCC2)Oc2ccccc21	-6	20%
O=Cc1cccc(OC(=O)Nc2ccccc2)c1	-34	11%
COC(=O)c1ccc(OC)c(CSc2nnc(-c3ccc(C)cc3)o2)c1	-3	-5%
CN1OC[C@@H]2CN(Cc3cc(Cl)cc(Cl)c3)[C@H](c3cccc(Oc4ccccc4)c3)C[C@@H]21	-4	7%
CCC(=O)C(CCN1CCOCC1)(c1ccccc1)c1ccccc1	?	5%
Cc1ccc(NC2(C#N)CCCC2)cc1	1	21%
O=C(C1CC(=O)N(c2ccc3c(c2)OCCO3)C1)N1CCN(S(=O)(=O)c2ccc(F)cc2)CC1 (stereo not drawn)	0	3%
Cc1csc2nc(CNS(=O)(=O)c3cccnc3)cn12	19	-1%

Additional entries follow:
SMILES	HCMV antiviral	HCV inh
O=C(NN=Cc1ccc(Cl)cc1Cl)C1CC1	34	0%
CN(CCc1ccccc1)C(=O)c1ccc(NC(=O)Cc2ccc(NC(=O)C3CCCN(C(=O)C4CCC4)C3)cc2)cc1 (stereo not drawn)	-70*	?
COc1ccc(-c2nnc(N(C)C(=O)C3CCOC3)s2)cc1 (stereo not drawn)	68	6%
O=C1C(F)=CC(COC(c2ccccc2)(c2ccccc2)c2ccccc2)OC1n1cc(F)c(=O)[nH]c1=O (stereo not drawn)	-99*	?
O=C(NNS(=O)(=O)c1ccc([N+](=O)[O-])cc1)c1ccccc1	-9	15%
